TDP1 cell CPT: DT40-hTDP1 cell growth loss with CPT; chicken DT40 Tdp1-/-;hTDP1 cells + 20 nM CPT, ATP luminescence, 48 h; Potency, µM (top dose mostly 46.2 µM), for inactives: at the top dose activity change, negative = growth inhibition, actives largely listed as inhibitors; 12% of 420,000 active; also: nearly all actives have a fitted effect of over 55% in size
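Chicken DT40 Tdp1-/- cells stably complemented with human TDP1 were seeded at 400 cells/well in medium containing 20 nM camptothecin, exposed to pin-transferred compounds, and grown at 37 °C for at least 48 hr. Viability was read as ATP luminescence.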
FEN1 inh: inhibitors of human flap endonuclease 1 | AID 588795 | Recombinant FEN1 flap cleavage, fluorescence, 15 min | 0.35% of 390,000 active | Potency, µM (titrated, usually from 114 µM), without a hit: at the highest dose activity change, negative = inhibition, actives largely listed as inhibitors; also: nearly all actives have a fitted effect of over 65% in size
Target sequence (P39748 whole entry, looked up): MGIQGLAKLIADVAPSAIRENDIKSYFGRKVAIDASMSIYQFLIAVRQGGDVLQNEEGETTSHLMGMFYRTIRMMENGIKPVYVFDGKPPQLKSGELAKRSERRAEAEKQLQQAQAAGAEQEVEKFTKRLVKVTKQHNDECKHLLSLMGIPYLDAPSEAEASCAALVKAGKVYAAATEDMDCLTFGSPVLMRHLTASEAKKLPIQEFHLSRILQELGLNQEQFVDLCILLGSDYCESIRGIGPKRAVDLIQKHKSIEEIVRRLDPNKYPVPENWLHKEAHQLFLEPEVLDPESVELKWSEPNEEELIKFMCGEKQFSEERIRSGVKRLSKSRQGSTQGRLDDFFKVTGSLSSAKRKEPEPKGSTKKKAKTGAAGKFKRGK
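Reaction started by adding substrate (50 nM final) to 10 nM enzyme after 15 min room-temperature compound preincubation. Reads at 0 and 15 min, with data normalized and fitted to a four-parameter Hill equation.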
N370S GC mod: inhibitors or activators of N370S glucocerebrosidase for Gaucher disease; Potency, µM (highest dose often 59.4 µM), for the others: at the top dose activity change, negative = inhibition, hits mostly inhibitors; 0.092% of 330,000 active; N370S GC spleen homogenate, 4MU-glucoside fluorescence; P04062;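 also: 0% = full enzyme activity and -100% = no enzyme basal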
* hit, by the source's call; ? = inconclusive; nt = not tested or not shown; & = joins results of further samples; [ ] = remark or other dose. Calls follow the shape of the dose curve; as a rule, active = well fitted curve in the direction sought with a large enough effect; inconclusive = small, poorly fitted or top-dose-only effect, or another doubt; inactive = no such curve, though single readings can be large; an effect the other way counts as inactive or inconclusive. Unless noted, % is scaled to controls: 0 for no effect and ±100 for the full control effect; potency is read from the fitted curve at half-maximal effect. An excerpt; count on the stated rates, not on these rows.

SMILES	TDP1 cell CPT	FEN1 inh	N370S GC mod
CN1CCN(c2ccc(NC(=O)c3ccco3)cc2Cl)CC1	4%	-7%	-22%
O=C(CCNS(=O)(=O)c1ccccc1C(F)(F)F)N1CCN(S(=O)(=O)c2cccc(F)c2)CC1	-14%	-10%	-6%
COc1cc(C(=O)OC(C)c2ccc(F)cc2)ccc1OCC(=O)N1CCOCC1 (stereo not drawn)	?	-10%	nt
Cc1ccc(C)c(NC(=S)NC(NC(=O)N(C)C)C(Cl)(Cl)Cl)c1 (stereo not drawn)	-1%	-5%	1%
COc1ccc(-n2c(O)c(C=NCC(c3ccco3)N3CCCC3)c3ccccc3c2=O)cc1OC (stereo not drawn)	-27%	10%	-12%
CS(=O)(=O)c1ccc(C(=O)NCCN2C(=O)S/C(=C\c3cccnc3)C2=O)cc1[N+](=O)[O-]	3.7µM*	-9%	-3%
CCCN(CC(=O)Nc1ccccc1C)C(=O)C1CCN(c2ncnc3sc(C)c(C)c23)CC1	21µM*	6%	-5%
NS(=O)(=O)c1ccc(S(=O)(=O)N2CCN(c3nc(-c4cccs4)nc4ccccc34)CC2)cc1	?	1%	nt
COc1ccc(/C=C/C(=O)NC(=S)NNC(=O)c2ccco2)cc1OC	?	-23%	-3%
N#CC(C#N)=Cc1ccc(NC(=O)c2ccc(Br)cc2)cc1	21µM*	-21%	-5%
CO/N=C\CC(=O)Nc1ccc(Cl)cc1Cl	12µM*	0%	12%
Cc1ccccc1CSCCNC(=O)CSCc1ccc([N+](=O)[O-])cc1	-17%	-3%	2%
C(=N\c1nccs1)/c1c[nH]c2ccccc12	-3%	-1%	-20%
Cn1c(/C=C/c2ccccc2)nc2ccccc21	?	6%	10%
COc1ccc(Cl)cc1S(=O)(=O)N1CCN(C(=O)c2cc(-c3ccc(Br)cc3)n[nH]2)CC1	12µM*	9%	nt
COc1ccc(C)cc1NC(=O)c1cc2c(=O)n(Cc3cccnc3)ccc2nc1C	-7%	-7%	nt
C=CCN=C1S/C(=C\c2ccc(N(C)C)cc2)C(=O)N1CC=C	?	10%	7%
Cc1ccc(NC(=S)NC(NC(=O)c2ccco2)C(Cl)(Cl)Cl)cc1 (stereo not drawn)	16µM*	9%	-6%
CCCn1nnnc1NCc1ccc(OC)cc1	-3%	8%	-3%
COC(=O)C1=C(N)OC2=C(C(=O)CC(C)(C)C2)C1c1ccoc1 (stereo not drawn)	?	0%	11%
CCc1ccccc1NC(=O)CNC(=O)CCc1nc2sc3c(c2c(=O)[nH]1)CCCC3	-16%	-32%	7%
CCN1CCCC1CNC(=O)Cn1cnc2ccc(S(=O)(=O)N3CCC(C)CC3)cc2c1=O (stereo not drawn)	3%	-21%	-3%
Cc1nn(C)c(C)c1S(=O)(=O)N(CC(=O)NCCCN1CCC(C)CC1)c1ccc(C(C)C)cc1	-17%	20%	6%
Cc1cc(C(=O)OCC(=O)NNC(=O)c2cccs2)ccc1[N+](=O)[O-]	33%[activator]	-6%	4%
CCCc1nc2c(s1)CCc1onc(-c3ccc(Br)cc3)c1-2	-3%	-3%	nt
O=C1CC(Sc2ccc(Cl)cc2)C(=O)N1Cc1ccncc1 (stereo not drawn)	23µM*	15%	6%
COc1ccc(-n2c(C)c(C(C)=O)c3cc(O)ccc32)cc1	nt	-20%	2%
CCOc1ccc2nc(N(CCN(C)C)C(=O)c3cc4ccccc4cc3OC)sc2c1	?	-7%	-28%
O=C(CSc1nc2c([nH]c3ccccc32)c(=O)n1-c1ccc(F)cc1)Nc1ccc2c(c1)OCCO2	-21%	-19%	nt
N#CCCN(C(=O)CN1c2cccc3cccc(c23)S1(=O)=O)c1ccccc1	-9%	-4%	nt

Grouped by structure, the entries above containing a thiophene ring, fused or not.
SMILES	TDP1 cell CPT	FEN1 inh	N370S GC mod
CCCN(CC(=O)Nc1ccccc1C)C(=O)C1CCN(c2ncnc3sc(C)c(C)c23)CC1	21µM*	6%	-5%
NS(=O)(=O)c1ccc(S(=O)(=O)N2CCN(c3nc(-c4cccs4)nc4ccccc34)CC2)cc1	?	1%	nt
CCc1ccccc1NC(=O)CNC(=O)CCc1nc2sc3c(c2c(=O)[nH]1)CCCC3	-16%	-32%	7%
Cc1cc(C(=O)OCC(=O)NNC(=O)c2cccs2)ccc1[N+](=O)[O-]	33%[activator]	-6%	4%

The list continues.
SMILES	TDP1 cell CPT	FEN1 inh	N370S GC mod
Cc1ccc(-c2nnc(SCC(=O)NCc3ccccc3)o2)cc1	?	1%	nt
NC(=O)c1ccc(NC(=O)c2ccc(CN3CCOCC3)cc2)cc1	1%	-17%	2%
CCOc1ccc(-n2c(SCC(=O)N3CCC(C)CC3)nc3c([nH]c4ccccc43)c2=O)cc1	2.1µM*	-10%	nt
COc1ccc(NC(=O)Cn2c(=O)n(CCC(C)C)c(=O)c3cccnc32)cc1Cl	?	3%	nt
COc1ccc(NC(=O)c2ccco2)cc1NC(=O)c1ccccc1	-23%	-4%	-9%
O=C(Nc1ccccc1)SC1CCCCC1	0%	-14%	nt
CCCCC1CCCC12NC(=O)NC2=O (stereo not drawn)	0%	-9%	5%
NC(=O)C1(C(N)=O)OC1c1ccccc1 (stereo not drawn)	2%	-12%	-15%
O=C(O)c1ccc(OCc2ccc(C(=O)O)o2)cc1	-17%	0%	-1%
COc1cccc(N2CC(C(=O)Nc3c(C)cccc3C)CC2=O)c1 (stereo not drawn)	3%	5%	12%
COc1ccc(-c2cccc(CCC(=O)N3CCN(c4cc(C)ccc4C)CC3)c2)cc1	?	-20%	nt
COc1cccc(OCC(=O)NC2CCS(=O)(=O)C2)c1 (stereo not drawn)	-18%	1%	-6%
CCC(C)[C@H](NC(=O)NCc1ccc(F)cc1)C(=O)O (stereo partly drawn)	2%	-3%	7%
Cn1c(=O)c(C(=O)NCCc2ccccc2)c(O)c2ccccc21	-24%	16%	-1%
Cc1ccc(-c2nnn(CC(=O)N3CCN(c4nc5ccccc5s4)CC3)n2)cc1	-23%	-4%	5%
CCCCOC(=O)Nc1cc(C(=O)OC)ccc1C(=O)OC	1%	-18%	6%
COC(=O)[C@@]1(C)CCC[C@@]2(C)c3ccc(O)c(C(C)C)c3CCC21 (stereo partly drawn)	16µM*	nt	1%
COc1ccc(CC(=O)OCC(=O)Nc2ccc3c(c2)OCO3)cc1OC	2%	1%	-2%
O=C(CN1C(=O)C2(SCC(=O)N2c2cccc(Cl)c2)c2ccccc21)NCCc1ccccc1 (stereo not drawn)	?	-2%	nt
O=C(C(Cl)Cl)N1CCN(c2ccccn2)CC1	6%	-15%	-3%
COC(=O)c1cc(-c2ccc(OC)cc2)n[nH]1	13%	-8%	-2%
O=C1N(c2ccc(Cl)cc2)C(c2ccccc2)N2CCCN12 (stereo not drawn)	-29%	2%	11%
COc1ccccc1C(=O)NNC1=NS(=O)(=O)c2ccccc21	-3%	7%	-10%
O=C(Cn1c2[n+](c3ccccc31)CC(O)CS2)c1ccccc1 (stereo not drawn)	21%	1%	4%
N#C/C=C1\Sc2ccccc2C(=O)N1CC(=O)N1CCN(S(=O)(=O)c2ccccc2)CC1	?	5%	2%
Cc1ccc(S(=O)(=O)NCc2ccccc2)cc1	?	-6%&-14%	-5%&-4%
CC(C(=O)NC(N)=O)N1C(=O)NC(c2ccccc2)(c2ccccc2)C1=O (stereo not drawn)	-1%	-2%	0%
CCN(Cc1ccccc1)C(=O)c1cccc(S(=O)(=O)N2CCN(c3ccccc3)CC2)c1	16µM*	3%	-2%
O=[N+]([O-])c1cccc(N/N=C/c2cccc(O)c2O)c1	4%	-20%	-6%
Nc1c(C(=O)c2ccccc2)oc2ccc([N+](=O)[O-])cc12	-28%	-11%	-7%

Just N370S GC mod and FEN1 inh, for five of the compounds above:
molecule	N370S GC mod	FEN1 inh
O=C(CSc1nc2c([nH]c3ccccc32)c(=O)n1-c1ccc(F)cc1)Nc1ccc2c(c1)OCCO2	nt	-19%
N#CCCN(C(=O)CN1c2cccc3cccc(c23)S1(=O)=O)c1ccccc1	nt	-4%
Cc1ccc(-c2nnc(SCC(=O)NCc3ccccc3)o2)cc1	nt	1%
NC(=O)c1ccc(NC(=O)c2ccc(CN3CCOCC3)cc2)cc1	2%	-17%
CCOc1ccc(-n2c(SCC(=O)N3CCC(C)CC3)nc3c([nH]c4ccccc43)c2=O)cc1	nt	-10%

Shown with values under each structure: entries from further up
Every second line gives: TDP1 cell CPT, FEN1 inh, N370S GC mod
CCCCOC(=O)Nc1cc(C(=O)OC)ccc1C(=O)OC
 : 1%, -18%, 6%
COC(=O)[C@@]1(C)CCC[C@@]2(C)c3ccc(O)c(C(C)C)c3CCC21 (stereo partly drawn)
 : 16µM*, nt, 1%

Further records follow.
SMILES	TDP1 cell CPT	FEN1 inh	N370S GC mod
c1ccc(-c2ccccc2-n2cnnn2)cc1	-27%	7%	12%
OCC1OC(n2cnc3ccccc32)CC1O (stereo not drawn)	31%[activator]	2%	20%
N#C/C(=C/c1ccc(-c2ccc(S(=O)(=O)N3CCOCC3)cc2)o1)C(=O)NC1CC1	-107%	-12%	nt
Cc1c(C(N)=O)sc2ncn(CC(=O)N(C)C3CCCCC3)c(=O)c12	-4%	-3%	0%
CCN(C(=O)CCc1nc(-c2ccc(C)cc2)no1)c1cc(C)ccc1C	18µM*	-1%	nt
COc1cc(Cl)c(C)cc1Nc1ncccn1	8%	7%	-1%
C/C(=N\O)c1ccc2[nH]ccc2c1	5%	0%	-6%
COc1ccc2cc(/C=N/NC(=O)c3ccc(CN(c4cccc(Cl)c4Cl)S(C)(=O)=O)cc3)c(Cl)nc2c1	18µM*	-2%	21%
Cc1ccc(N2CCN(S(=O)(=O)c3cccc4ccccc34)CC2)cc1Cl	-26%	4%	nt
Cc1noc(C)c1COC(=O)Cc1ccc(Cl)c(Cl)c1	-12%	5%	5%
O=S(=O)(c1ccccc1)N(Cc1cccc(F)c1)c1ccccc1	?	2%	1%
COc1ccc(C(=O)N2CCCC(Nc3ccc(C(C)C)cc3)C2)c(OC)n1 (stereo not drawn)	?	-6%	4%
CC(=O)Nc1cccc(C(=O)OCc2csc(CC(=O)Nc3ccccc3C)n2)c1	5%	-1%	nt
C=CCNS(=O)(=O)c1ccc(OC)c(C)c1	?	20%	7%
COc1ccc(C(=O)N/N=C(\Cc2ncc[nH]2)c2ccccc2)cc1	5.2µM*	5%	2%
CC(C)c1nc2cc(Cl)ccc2n(Cc2ccccc2)c1=O	-19%	0%	19%
CCc1nc2ccccc2n1CC(=O)Nc1cc(C)on1	-6%	9%	-8%
Cc1ccc(CCNC(=O)c2ccc(NC3=NC4CS(=O)(=O)CC4S3)cc2)cc1 (stereo not drawn)	0%	-16%	-6%
N#CC(C#N)=C1C=CC=CN1/C(=C\c1ccccc1Cl)C(=O)c1ccccc1	0.58µM*	-11%	10%
O=C(CNC(=O)c1cccc(F)c1)N/N=C/c1ccc([N+](=O)[O-])s1	18µM*	-17%	9%
COc1ccc(S(=O)(=O)N(CC(=O)NCCSc2ccc(C)cc2)c2ccc(C)cc2)cc1	18µM*	11%	nt
O=C(Nc1nccs1)C1CC=CCC1C(=O)OCC(F)(F)C(F)F (stereo not drawn)	1%	3%	nt
CC(C)CCNC(=O)[C@H](Cc1ccccc1)N1Cc2ccccc2C1=O	?	6%	-8%
COc1ccccc1NC(=O)CSc1nc(-c2ccc(C)cc2)nc2c1Cc1c(CO)cnc(C)c1O2	2%	3%	nt
O=C(Nc1ccc2c(c1)OCO2)c1ccc2c(c1)OCO2	?	-1%	6%
COC(=O)c1oc2ccccc2c1NC(=O)c1ccccc1O	-7%	-4%	-1%
Cc1ccccc1C1C(C#N)=C2N=C(N)c3c(sc4c3CCCCC4)N2C2=C1C(=O)CCC2 (stereo not drawn)	?	-16%	-2%
CC1CCCN(CC(O)COc2ccc(Cl)cc2)C1 (stereo not drawn)	-11%	-15%	0%
O=C(NC1CCCC1)c1ccc(COc2ccccc2Br)o1	?	-5%	0%
Cc1cccc(NCc2ccccc2O)c1C	-6%	-4%	-4%
CC(=O)Nc1ccc(/C=N/N2CCCCC2)cc1	6%	-3%	5%
O=C(CSc1nc2ccc([N+](=O)[O-])cc2[nH]1)c1ccc(Cl)cc1	-27%	8%	-4%
Cc1ccc(NC(=O)c2cc3c(=O)oc4ccccc4c3s2)nc1	7%	1%	1%
Cc1ccc(CNC(=O)CCCn2c(=O)c3ccccc3n(Cc3ccccc3Cl)c2=O)cc1	-16%	13%	nt
N#C/C(=C\c1ccncc1)C(=O)Nc1ccc(C(=O)O)cc1	-2%	13%	-5%
O=C(NCC1CCCO1)c1ccc(NC(=O)c2ccc([N+](=O)[O-])cc2)cc1 (stereo not drawn)	-2%	-1%	-1%
Cc1cc(Oc2ccc(Cl)cc2)nc(-c2ccccn2)n1	5.2µM*	-9%	3%
Cc1ccc(Cn2c(SCc3cccnc3)nc3c2c(=O)n(C)c(=O)n3C)cc1	?	-14%	8%
CC(=O)c1c(C)[nH]c(C(=O)CN2CCN(S(=O)(=O)c3ccccc3[N+](=O)[O-])CC2)c1C	21µM*	13%	nt
CCCC(=O)N1CCc2cc(OC)c(OC)cc2C1c1cc2cc3c(cc2[nH]c1=O)OCO3 (stereo not drawn)	-24%	1%	nt
O=C1CSC(c2cccc([N+](=O)[O-])c2)N1CCN1CCCCC1 (stereo not drawn)	6%	5%	-2%

Assay outcomes (PubChem BioAssay)
